# PV pol inh: poliovirus RNA polymerase inhibition | 150,000 compounds, 0.66% hits | poliovirus polymerase elongation, fluorescence polarization; stronger effect = lower value | % elongation, % (compound at 16.7 µg/mL) | AID 588519 | P03300; in the data active means % elongation below about 90%; further: some results filed as inactive read as strong as hits
# Target sequence (P03300 1749-2209 limits assumed): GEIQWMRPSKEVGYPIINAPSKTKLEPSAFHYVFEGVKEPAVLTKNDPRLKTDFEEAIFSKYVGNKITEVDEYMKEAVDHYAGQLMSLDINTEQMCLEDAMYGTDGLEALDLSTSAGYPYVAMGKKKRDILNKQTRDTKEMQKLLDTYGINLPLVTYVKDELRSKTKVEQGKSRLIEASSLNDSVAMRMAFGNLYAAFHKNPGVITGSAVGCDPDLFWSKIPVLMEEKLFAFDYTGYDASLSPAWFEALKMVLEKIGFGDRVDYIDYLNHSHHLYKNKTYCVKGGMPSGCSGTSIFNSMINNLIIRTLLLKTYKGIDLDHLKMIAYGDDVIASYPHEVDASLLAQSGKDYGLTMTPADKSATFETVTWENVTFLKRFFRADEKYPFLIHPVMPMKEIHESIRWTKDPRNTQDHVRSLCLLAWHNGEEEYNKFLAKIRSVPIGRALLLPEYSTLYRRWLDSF
# PV pol inh FP z-score: recorded beside PV pol inh, whose call it bears; z-score; measured here: FP z-score; hits read low
# * = called active by the depositor. Only part of the results is shown (hit frequency here may not be typical).
SMILES,PV pol inh,PV pol inh FP z-score
CCc1ccc(-n2nc(C)c3c(C(=O)Nc4cc(C)ccc4C)cc(C)nc32)cc1,112,0.9
O=C(NCc1ccccc1)NC1CCCCC1,108,0.7
Cc1c(Cl)ccc2sc(NC(=O)c3ccc(S(=O)(=O)N4CCCc5ccccc54)cc3)nc12,114,1.6
COc1ccc(C2C3(C#N)C(N)=NC(OC)(OC)C23C#N)cc1 (stereo not given),102,0.2
Cc1ccc(S(=O)(=O)NC(CC(=O)N2CCC3(CC2)OCCO3)c2ccco2)cc1 (stereo not given),100,0
Nc1cccc(-c2ccc(CO)o2)c1,103,0.2
CCOCCCN(Cc1ccco1)S(=O)(=O)c1cc2c(cc1Cl)NC(=O)CO2,102,-1.2
O=C(NCC1CCCO1)c1cc2ccccc2o1 (stereo not given),101,-0.2
O=C1NC(=O)C(=Cc2ccc(OCc3ccc(C(=O)O)o3)cc2)C(=O)N1,101,-0.5
COc1ccc(CCNC(=O)C(C)n2c(=O)cc(-c3ccccc3)c3c(C)nn(C)c32)cc1OC (stereo not given),108,0.6
COC(=O)Cc1csc(Nc2ccc(Cl)cc2)n1,98,-0.1
CCOC(=O)Cn1c(-c2cccnc2)nc(-c2ccccc2)c1-c1ccccc1,102,-0.4
COc1cccc(CNC(=O)C2CCN(S(=O)(=O)c3ccc4c(c3)CCCN4C(C)=O)CC2)c1,109,0.4
Cn1ncc(C(=O)Sc2ccc(Cl)cc2)c1-n1cccc1,99,-0.9
CCOc1ccccc1NC(=O)c1c(NC(=O)Cc2ccccc2)sc2c1CCCC2,107,0.9
CC(C)C(=O)Nc1c(-c2nc(-c3ccccc3)cs2)cnn1-c1ccccc1,103,0.1
Cc1ccc(NS(=O)(=O)c2ccc3c(c2)NC(=O)C(C)C(=O)N3)cc1F (stereo not given),109,0
CCOC(=O)c1sc2nc(SCc3cccc(Cl)c3)n(Cc3cccs3)c(=O)c2c1C,103,0.7
c1ccc(N2CCN(N=C3c4ccccc4-c4ccccc43)CC2)nc1,104,0.5
COc1cc2c(cc1OC)N1C(=O)c3ccccc3C1(O)OC2=O (stereo not given),99,-0.5
CC(NC(=O)c1cnn2c(C(F)(F)F)cc(-c3cccs3)nc12)c1ccccc1 (stereo not given),102,0
CNC(=O)C1=CC(C)(C)NC1(C)C,103,0
COc1ccc(C(CC(=O)NCc2ccccn2)N2Cc3ccccc3C2=O)cc1OC (stereo not given),103,0.2
C=CCN1C(=O)SC(CC(=O)Nc2ccccc2)C1=O (stereo not given),100,-0.5
Cc1cc(N2CCN(C)CC2)nc2ccc(NC(=O)C3CCC(C(C)(C)C)CC3)cc12 (stereo not given),103,0.5
Cn1nc(C(F)(F)F)c(-c2ccc(Br)cc2)c1NC(=O)c1ccco1,101,-0.1
CCOC(=O)c1c(C)oc2nc(C)nc(Nc3cc(C)ccc3OC)c12,113,0.8
O=C(NCc1ccccc1)C1C2CCCCC21 (stereo not given),107,0.4
O=C(CN(Cc1ccccc1)S(=O)(=O)c1ccccc1)NC1=NCCS1,106,0.3
CCOC(=O)c1[nH]c(C)c(CCC(=O)N2CCN(c3cccc(C)c3C)CC2)c1C,107,0
O=C1S/C(=C/c2ccc(F)cc2)C(=O)N1CN1CCCCC1,101,0.1
O=C(O)CC(Sc1cccs1)C(=O)O (stereo not given),99,-0.3
CC(=O)N1CCN(C(=O)c2cn(-c3ccccc3)nc2-c2ccc(C)cc2)CC1,104,1.2
CCOC(=O)c1[nH]c2ccccc2c1NC(=O)c1ccc(OC(C)C)cc1,108,0.9
CSc1ccc(CCNC(=O)c2ccc3c(c2)nc2n3CCOC2)cc1,110,0.3
Cc1ccccc1Cn1c(=O)n(-c2ccc(Cl)cc2)c(=O)c2c3c(sc21)CCCC3,110,1.2
Cc1c(C)n(Cc2ccc(F)cc2)c2ccc(C(=O)NCc3ccco3)cc12,105,-0.4
COc1cccc(-c2nnc(-c3ccc(C)o3)o2)c1,104,0.5
Oc1cc(Cl)c(Cl)cc1O,92,-3
N#Cc1ccc(-c2cccnc2)n(CC(=O)NCc2ccccc2)c1=O,100,-0.6
CCC1(c2cccc(OC(=O)Nc3ccc(OC(F)(F)F)cc3)c2)CCCCN(C)C1=O (stereo not given),103,-0.1
O=[N+]([O-])c1cc(-c2nc(-c3ccccc3)no2)ccc1NC1CCCCC1,113,1.2
CCOC(=O)c1ccc2nc(C(F)(F)F)nc(NCCCN3CCOCC3)c2c1,100,-0.3
COc1ccc(-c2cc(=O)oc3cc(O)c(Cl)cc23)cc1,98,-0.6
CC(c1ccccc1)n1cnc2cc(N)ccc21 (stereo not given),99,-1.2
O=S(=O)(NNc1ccc(F)cc1F)c1ccc(Cl)cc1,100,-0.3
CCn1ccc2cc(S(=O)(=O)N3CCC(C(=O)NCCc4ccccc4)CC3)ccc21,105,-0.4
Cc1cc(C)c2c(n1)SCCN2C(=O)Nc1ccc(C(=O)N2CCCCC2)cc1,101,-0.3
CC(=O)Nc1ccccc1C(=O)C(=S)N1CCN(C)CC1,101,-0.4
O=c1[nH]c(=S)n(-c2cccc3ccccc23)c(O)c1/C=C1\C=Nc2ccccc21,113,1
C=CCC1CC(=O)N(c2ccc(Cl)cc2)C1=O (stereo not given),100,-0.6
COc1ccc(N2C(=O)CC(N3CCCCC3C)C2=O)cc1 (stereo not given),101,-0.4
COc1ccc2[nH]c3c(=O)n(CCN4CCC(Cc5ccccc5)CC4)cnc3c2c1,102,-0.2
COc1ccc2oc(C(=O)OCC#N)c(C)c2c1,100,-0.4
O=C(COc1ccccc1F)NN1C(=O)NC2(CCCCC2)C1=O,105,0.4
O=C(Cn1c(=O)n(-c2ccccc2)c(=O)c2ccc(C(=O)NCc3ccc4c(c3)OCO4)cc21)Nc1ccc(Br)cc1F,103,-0.1
CC(=O)Nc1ccc(Nc2nnc(-c3ccc(C)c(S(N)(=O)=O)c3)c3ccccc23)cc1,109,-0.2
CC(OC(=O)c1cccnc1)C(=O)Nc1ccc2c(c1)OCO2 (stereo not given),102,0.1
CC(=O)NCc1ccc(C(=O)CSc2nc(C)nc3scc(-c4cccs4)c23)o1,103,0.2
CC(C#N)OC(=O)c1c(-n2cccc2)sc2c1CCCC2 (stereo not given),104,0.2
# The results go on:
SMILES,PV pol inh,PV pol inh FP z-score
COc1cc(C(c2c(O)c3ccccc3oc2=O)c2c(C)n(C)n(-c3ccccc3)c2=O)ccc1O (stereo not given),105,0.1
Cc1ccc(-n2c(=O)c3c(c4cc(C)ccc4n3C)n(CC(=O)NCc3ccccc3Cl)c2=O)cc1,96,-2.4
COC(=O)c1c(NC(=O)c2ccc(S(=O)(=O)N(C)C3CCCCC3)cc2)sc2c1CCN(C)C2,115,1.4
Cc1cccc2[nH]ncc12,100,-0.6
C=C(C)CSc1nc2sc3c(c2c(=O)n1-c1ccccc1)CCC(C)C3 (stereo not given),111,1.1
Cc1ccc(N2CCN(C(=O)Cn3ncc4c([nH]c5ccc(C)cc54)c3=O)CC2)c(C)c1,110,0.5
CSc1ccccc1NC(=O)CSc1nccn1C,102,0.2
O=C(CN1C(=O)C2C3C=CC(C3)C2C1=O)OCCCc1ccccc1 (stereo not given),104,0.8
O=C1N/C(=N/N=C/c2cccs2)SC1Cc1ccccc1 (stereo not given),101,0.3
Cc1ccc(Sc2c(-c3ccccc3)nc3sccn23)cc1,103,0.2
CCN(C(=O)COc1ccc(Cl)cc1Cl)c1cccc(C)c1,104,0.9
Cc1ccccc1Nc1sc(C(=O)c2ccc(F)cc2)c(N)c1C(=O)NCCc1ccccc1,105,-0.5
C=CCN1C(=O)/C(=C\c2ccc(N(CC)CC)cc2)C(=O)NC1=S,100,0
CCSc1nnc(NC(=O)C(C)Sc2ccccc2)s1 (stereo not given),100,-0.2
CC(C)c1ccc(NC(=O)CN2C(=O)C3CC=CCC3C2=O)cc1 (stereo not given),104,0.6
CN(C(=O)CSC1=Nc2ccccc2C2=NC(c3ccccc3)C(=O)N12)C1CCCCC1 (stereo not given),102,0
CCOc1ccc2c(=O)c(-c3ccccc3)c(C)oc2c1,99,-0.2
Cc1cccc(-n2cc(-c3ccccc3)nc2SCC(=O)Nc2ccccc2Cl)c1,99,-1.7
Cc1ccccc1-c1nsc(SCC(=O)NCc2ccco2)n1,100,-0.2
Cc1c(Cl)ccc2c(C(=O)Nc3cc(C(C)(C)C)on3)cc(-c3ccccn3)nc12,103,1.4
CCOC(=O)c1cc(=O)c(-c2ccccc2)n[nH]1,102,0.6
O=C(Nc1ccc(C(=O)OCc2cc(=O)n3c4c(sc3n2)CCCC4)cc1)c1ccc(F)cc1,108,0.5
CC1CCc2c(sc3nnn(CC(=O)Nc4cccc(C(F)(F)F)c4)c(=O)c23)C1 (stereo not given),101,-1
CCc1nc(NCCCO)c2nnn(Cc3ccccc3F)c2n1,102,0.1

# Whole records as entered above. Screens in order: PV pol inh, PV pol inh FP z-score
# Shown for `CCc1nc(NCCCO)c2nnn(Cc3ccccc3F)c2n1` → 102, 0.1
# Shown for `CC1CCc2c(sc3nnn(CC(=O)Nc4cccc(C(F)(F)F)c4)c(=O)c23)C1` (stereo not given) → 101, -1

# (more compounds)
SMILES,PV pol inh,PV pol inh FP z-score
NCCCOc1ccccc1,103,0.3
CCN(CC)C(=O)Cn1cc(S(=O)(=O)CC#N)c2ccccc21,105,0.9
COc1ccc2oc(=O)c(-c3nnc(-c4ccccc4)o3)cc2c1,101,-0.2
Cc1ccccc1-c1noc(-c2ccc(N3CCCC3)c([N+](=O)[O-])c2)n1,117,1.9
CC(=O)N(c1ccc(F)cc1)c1nc(-c2cc3ccccc3oc2=O)cs1,103,0.3
O=C1C2N=NN(CC(=O)N(c3ccccc3)c3ccccc3)C2C(=O)N1c1ccc(Cl)cc1 (stereo not given),103,0.7
COc1ccc2nc(SC)c(C#N)cc2c1,102,0.1
CCOC(=O)N1CCc2c(sc3c2c(=O)n(-c2ccccc2)c(=O)n3CC(=O)Nc2ccc(OC)cc2OC)C1,110,1.3
COc1ccccc1C(=O)Nc1ccccc1SCc1cc(=O)c2ccccc2[nH]1,82,-5.4
CS/C(=N\S(=O)(=O)c1ccccc1)N1CCCC1,103,0
CCN(CC)C(=O)/C=C/c1ccc2c(c1)OCO2,106,1.8
CSc1nc2n(n1)C(c1ccccc1)C=C(C)N2 (stereo not given),100,-0.4
O=S(=O)(NCC(c1ccccc1)N1CCc2ccccc21)c1ccccc1 (stereo not given),105,-0.4
COc1cccc(NC(=O)CCc2nc(-c3cc(OC)c(OC)c(OC)c3)no2)c1,103,-1
COc1ccc(-c2n[nH]c(=S)n2C2CCCCC2)cc1OC,102,0
Cc1cc(Nc2ccccc2)n(CCO)n1,101,-0.3
CC(C)(C)c1ccc2c(c1)NC(=O)CO2,101,-0.2
CC1CC(Nc2ccccc2)c2ccccc2N1S(=O)(=O)c1ccc(Br)cc1 (stereo not given),99,-0.4
O=S(=O)(c1ccc(-c2csc(=Nc3ccccc3)n2CCc2ccccc2)cc1)N1CCCC1,102,0
Cc1ccc(Cn2c(=O)n(Cc3ccccc3)c(=O)c3oc4ccccc4c32)cc1,101,-1.3
O=C(CN1CCOCC1)NN=C1CCCCC1,104,0.5
CSc1nc(C)nc(Sc2ccccc2)c1C#N,125,3.1
N#CC(CO)(Cc1ccccc1)c1nc2ccccc2[nH]1 (stereo not given),101,-0.6
CCCc1cnc2c(c1SCC(=O)N1CCC(C)CC1)c(=O)n(C)c(=O)n2C,107,0.3

# 7 records drawn at random from the list so far:
SMILES,PV pol inh,PV pol inh FP z-score
CCCc1cnc2c(c1SCC(=O)N1CCC(C)CC1)c(=O)n(C)c(=O)n2C,107,0.3
COc1cccc(NC(=O)CCc2nc(-c3cc(OC)c(OC)c(OC)c3)no2)c1,103,-1
COc1ccc(-c2n[nH]c(=S)n2C2CCCCC2)cc1OC,102,0
CC(C)(C)c1ccc2c(c1)NC(=O)CO2,101,-0.2
Cc1cc(Nc2ccccc2)n(CCO)n1,101,-0.3
O=S(=O)(NCC(c1ccccc1)N1CCc2ccccc21)c1ccccc1 (stereo not given),105,-0.4
O=C(CN1CCOCC1)NN=C1CCCCC1,104,0.5

# Remaining list, next part
SMILES,PV pol inh,PV pol inh FP z-score
CCc1ccc(NS(=O)(=O)c2[nH]ncc2C(=O)OC)cc1,101,-1.2
O=C(Cc1ccccc1)Nc1ccc2oc(-c3ccc(Br)cc3)nc2c1,100,-0.8
COc1ccc(/C=C(\C#N)c2nc(-c3cc(Cl)ccc3OC)cs2)cc1,101,-0.2
O=C(NCC(c1cccs1)S(=O)(=O)c1cccs1)Nc1ccc(Cl)cc1 (stereo not given),105,0.8
Cc1ccc(C(=O)Sc2nc(N)c(C#N)cc2C#N)c(C)c1,112,0.7
CCOc1ccc(C(=O)c2oc3ccccc3c2NC(=O)c2cc(=O)c3ccc(C)cc3o2)cc1,111,0.6
CCOc1cccc(/C=N\NC(=O)c2ccco2)c1O,103,0.4
Cc1cccc(OCCn2c(-c3cccc(C)c3)nc3ccccc32)c1,102,-0.5
CCN(CC(=O)NCc1ccc(Cl)cc1)C(=O)c1c(C)noc1C,104,0.1
Cc1cc(C)cc(N2C(=O)CC(=O)NC2=S)c1,100,-0.6

# Given as labelled records: entries from further up.
CCOc1ccc(C(=O)c2oc3ccccc3c2NC(=O)c2cc(=O)c3ccc(C)cc3o2)cc1
  PV pol inh: 111; PV pol inh FP z-score: 0.6
CCOc1cccc(/C=N\NC(=O)c2ccco2)c1O
  PV pol inh: 103; PV pol inh FP z-score: 0.4
Cc1cccc(OCCn2c(-c3cccc(C)c3)nc3ccccc32)c1
  PV pol inh: 102; PV pol inh FP z-score: -0.5
CCN(CC(=O)NCc1ccc(Cl)cc1)C(=O)c1c(C)noc1C
  PV pol inh: 104; PV pol inh FP z-score: 0.1

# Screens as filed in PubChem.
